Luc counter: Counterscreen for Luciferase (Kinase-Glo TM) Inhibition; Kinase-Glo luciferase, ATP luminescence, 8 min; Potency, µM (titrated, usually from 38.3 µM), inactives show at the top dose activity change, negative = inhibition, hits mostly inhibitors; actives 0.28% (n = 200,000); AID 1379, 2008; also: potency is read from the fitted curve at half-maximal effect; % is scaled to controls: 0 for no effect and ±100 for the full control effect; nearly all actives have a fitted effect of over 60% in size
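Light output from Kinase-Glo luciferase with luciferin and 10 uM ATP in 50 mM imidazole pH 7.2, KCl, MgCl2, Tween 20, BSA; compound pin-delivered, 8-min ambient incubation, then luminescence read.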
HttQ103 aggreg: qHTS Multiplex Assay to Identify Dual Action Probes in a Cell Model of Huntington: Aggregate Formation (GFP). actives 1.1% (n = 220,000). PC12 HttQ103-GFP aggregates, Acumen cytometry, 40 h. AID 1688, 2009. Potency, µM (highest dose often 46.1 µM), for the others: at the highest dose activity change, negative = inhibition, hits mostly inhibitors; also: potency is read from the fitted curve at half-maximal effect; % is scaled to controls: 0 for no effect and ±100 for the full control effect; nearly all actives have a fitted effect of over 60% in size
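PC12/HTTQ103-GFP, ecdysone-inducible; teb 100 nM; cpd qHTS titration; GFP aggregates read on laser cytometer, Ex 488/Em 500-530 nm.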
IMPase Li inh: qHTS Assay for Identifying the Cell-Membrane Permeable IMPase Inhibitors: Potentiation with Lithium; CHO-M1 cells, IP1 TR-FRET (IP-One), carbachol + lithium; Potency, µM (highest dose often 59.4 µM), for the others: at the highest dose activity, negative = IMPase inhibition, usual class: inhibitors; actives 0.35% (n = 210,000);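 also: IP1 builds up when IMPase is blocked and the TR-FRET signal falls; potency is read from the fitted curve at half-maximal effect; plate controls were basal vehicle for no effect and high inhibitor control for full effect; nearly all actives have a fitted effect of over 50% in size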
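Test compounds were applied to CHO-M1 cells previously cultured for 16–30 h at 2000 per well. A small lithium amount accompanied them; after 30 min at 37C, IP1 was quantified by TR-FRET.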
NPSR antagonist: qHTS Assay for Antagonists of the Neuropeptide S Receptor: cAMP Signal Transduction; Q6W5P4; CHO-NPSR cells, cAMP TR-FRET, antagonist mode; Potency, µM (titrated, usually from 38.3 µM), for inactives: top-dose activity change, negative = inhibition, usual class: inhibitors; actives 1% (n = 220,000); also: potency is read from the fitted curve at half-maximal effect; % is scaled to controls: 0 for no effect and ±100 for the full control effect; nearly all actives have a fitted effect of over 50% in size; many of its hits are not listed in these tables
Target sequence (Q6W5P4 whole entry, looked up): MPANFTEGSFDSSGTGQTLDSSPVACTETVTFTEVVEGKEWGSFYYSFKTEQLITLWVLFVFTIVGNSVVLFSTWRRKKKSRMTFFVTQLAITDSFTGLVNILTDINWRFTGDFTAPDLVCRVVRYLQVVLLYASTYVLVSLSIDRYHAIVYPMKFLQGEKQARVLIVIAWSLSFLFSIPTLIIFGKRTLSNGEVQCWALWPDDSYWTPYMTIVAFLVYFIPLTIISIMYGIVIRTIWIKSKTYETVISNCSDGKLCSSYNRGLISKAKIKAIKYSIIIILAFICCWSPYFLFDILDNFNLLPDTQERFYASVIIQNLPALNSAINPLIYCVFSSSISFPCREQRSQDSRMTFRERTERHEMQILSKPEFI
L3MBTL1 block: qHTS Assay for the Inhibitors of L3MBTL1. Lethal(3)malignant brain tumor-like protein 1 (Homo sapiens), Q9Y468. AlphaScreen L3MBTL1–H3K9me1 peptide binding. Potency, µM (highest dose often 57.1 µM), for inactives: at the top dose activity, negative = inhibition, most hits filed as inhibitors. actives 0.66% (n = 230,000); also: potency is read from the fitted curve at half-maximal effect; % is scaled to controls: 0 for no effect and ±100 for the full control effect; nearly all actives have a fitted effect of over 60% in size
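First, the protein-peptide complex forms for 30 min at room temperature (L3MBTL1 50 nM, biotinylated H3K9me1 peptide 75 nM). Next, compounds are pin-transferred and incubated 30 min. Finally, AlphaScreen beads are added and read after 30 min.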
CBFb-RUNX1 inh: qHTS Assay for Compounds Blocking the Interaction Between CBF-beta and RUNX1 for the Treatment of Acute Myeloid Leukemia; Runt-related transcription factor 1 (Homo sapiens) + Core-binding factor subunit beta …; AlphaScreen CBFb-His/RUNX1-biotin binding, biochemical; Potency, µM (titrated, usually from 59.8 µM), for inactives: at the highest dose activity, negative = inhibition, actives largely listed as inhibitors; 230,000 tested, under 10 active; also: % of control where 0% means no effect
Target sequence (Q01196 whole entry, looked up): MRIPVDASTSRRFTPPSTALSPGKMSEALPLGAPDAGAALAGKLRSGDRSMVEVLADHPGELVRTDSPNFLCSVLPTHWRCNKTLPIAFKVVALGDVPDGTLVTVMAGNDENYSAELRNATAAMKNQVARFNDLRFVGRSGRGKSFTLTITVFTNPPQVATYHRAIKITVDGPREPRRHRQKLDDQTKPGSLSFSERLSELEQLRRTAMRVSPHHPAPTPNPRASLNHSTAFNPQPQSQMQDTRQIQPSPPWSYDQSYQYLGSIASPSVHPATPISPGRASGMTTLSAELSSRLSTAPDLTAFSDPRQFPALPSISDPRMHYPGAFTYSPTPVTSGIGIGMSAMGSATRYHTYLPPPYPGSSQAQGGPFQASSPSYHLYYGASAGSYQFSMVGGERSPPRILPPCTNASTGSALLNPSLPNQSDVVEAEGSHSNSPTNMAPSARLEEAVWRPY
Target sequence (Q13951 whole entry, looked up): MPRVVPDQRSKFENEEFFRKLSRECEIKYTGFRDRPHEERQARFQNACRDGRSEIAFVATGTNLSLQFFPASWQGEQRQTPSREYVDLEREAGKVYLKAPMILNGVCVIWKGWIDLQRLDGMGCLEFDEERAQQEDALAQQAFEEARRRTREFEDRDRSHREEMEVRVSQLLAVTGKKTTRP
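AlphaScreen binding: CBFb-His and RUNX1-biotin (30 nM each) preincubated 20 min, compound added for 15 min, then nickel and streptavidin beads for 90 min, all at room temperature. Disruption of the interaction by any mechanism counts as activity.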
Epigenetic reg: Quantitative High-Throughput Screen for Regulators of Epigenetic Control; murine LDR cells, GFP reporter derepression, 30 h; Potency, µM (highest dose often 53.9 µM), inactives show at the highest dose GFP activation, usual class: activators; actives 0.2% (n = 280,000); AID 1865, 2009; also: potency is read from the fitted curve at half-maximal effect; % of control where 0% means no effect; nearly all actives have a fitted effect of over 60% in size
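Derepression of a silenced CMV-GFP reporter in murine LDR cells is scored by enumerating GFP-positive cells with a laser-scanning microplate cytometer after 30 hours of treatment at 37 C.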
Numbers without * were called inactive; ? = inconclusive; . = no result given; & = joins results of further samples; [ ] = remark or other dose. Calls follow the shape of the dose curve; as a rule, active = well fitted curve in the direction sought with a large enough effect; inconclusive = small, poorly fitted or top-dose-only effect, or another doubt; inactive = no such curve, though single readings can be large; an effect the other way counts as inactive or inconclusive.

Values run as follows: Luc counter, HttQ103 aggreg, IMPase Li inh, NPSR antagonist, L3MBTL1 block, CBFb-RUNX1 inh, Epigenetic reg
Cc1cc(Oc2ccc(-c3ccccc3)cc2)n2ncnc2n1
→ -1%, -16%, 7%[38.3 µM], -4%[46.1 µM], -1%, 7%, 8.2%
COc1ccc(OC)c2c(=S)c3ccccc3[nH]c12
→ -19%, ., 34%[activator], ., ., -18%[21.7 µM], -0.3%
O=C1/C(=C/c2ccc(F)c(F)c2)CSc2sccc21
→ -3%, -8%, 12%[38.3 µM], -19%[46.1 µM], ., 5%, 0.1%
COc1ccc(C2NCCc3c2[nH]c2ccccc32)cc1CSc1nc2ccccc2s1 (stereo unspecified)
→ -1%, 16%, 26%, -37%, -14%, ?, -1.6%
O=C(CN(c1ccc(F)cc1)S(=O)(=O)c1ccc2c(c1)OCCO2)N1CCOCC1
→ 0%, 3%, 27%[38.3 µM], 1%[46.1 µM], -1%, 10%, 0.8%
Cc1ccc(NC(=O)CN(C)S(=O)(=O)c2cccc3nsnc23)cc1
→ 2%, -6%, 22%[38.3 µM], -3%[46.1 µM], -6%, 2%, -12%
COc1c(/C=N/NC(=O)[C@H]2C[C@@H]2c2ccccc2)c(CCN(C)C(C)=O)cc2c1OCO2
→ ., 8%[9.22 µM], ., -30%, -4%, -2%, 0.0%
COc1cccc(OC)c1C(=O)Oc1ccc2c(c1)O/C(=C\c1ccncc1)C2=O
→ -2%, 0%, 8%, -13%, -12%, -1%, ?
Cc1ccccc1NC(=O)Cn1c(=O)n(-c2ccc(CC(=O)NCC3CCCO3)cc2)c(=O)c2ccccc21 (stereo unspecified)
→ 0%, 9%, 1%, -6%, -7%, 10%, -1.1%&-0.9%
CCCc1nnc(SCC(=O)N2CCOCC2)n1Cc1ccco1
→ 5%, -2%, -3%[38.3 µM], -10%[46.1 µM], ., 4%, 4.5%
CC(C)COc1ccc(N)cc1OCC(C)C
→ ., 14%, -8%, -1%, ., -7%, 1.1%
CN(C(=O)Cn1cccc1C1=NC(c2ccccc2)CO1)c1ccccc1 (stereo unspecified)
→ 2%, -11%, -3%, -14%, ., -11%, -4.5%
O=C1N[C@@H](Cc2ccccc2)C(=O)N2CCCC12 (stereo partly specified)
→ 4%[39.9 µM], ., 6%, ., 3%, -10%[136 µM], -1.6%[96.6 µM]
Cc1cc(NC(=O)COC(=O)C2=COCCO2)c([N+](=O)[O-])cc1C
→ 4%, -4%, 8%, -8%, -13%, 0%, 4.1%
CN(CC1CCCO1)S(=O)(=O)c1ccc(C(=O)Nc2ccc3c(c2)OCO3)cc1 (stereo unspecified)
→ -2%, -22%, 9%, -16%, ., 6%, -0.3%
C=CCn1c(SCC(=O)NCc2ccco2)nc2sc3c(c2c1=O)CCCC3
→ -2%, 12%, 3%[38.3 µM], -3%[46.1 µM], ., -1%, 4.4%
CCNC(=O)OCc1cn(-c2ccc(Cl)cc2)nn1
→ 1%, -16%, 3%, 2%, 16%, -4%, -0.3%
CCCCSc1nc(O)c(Cc2ccccc2)c(=O)[nH]1
→ -2%, 16%, 19%[38.3 µM], 1%[46.1 µM], ., 19%, -6.8%
C#CCOCCOCCOCCNc1nc(N2CCN(C(=O)[C@H](C(C)C)n3cc(CCO)nn3)CC2)nc(N2CCN(C(=O)[C@H]([C@@H](C)CC)n3cc(CCCN=C(N)N)nn3)CC2)n1
→ -4%, 5%, 11%, 19%, -11%, 0%[2.36 µM], 1.6%
COc1ccc(C2/C=C\CN(C(=O)c3ccccc3)[C@H](Cc3ccccc3)C(=O)N2Cc2ccc(F)cc2)cc1 (stereo partly specified)
→ ., 11%[9.22 µM], ., -42%, ., 2%, -1.6%

Some entries already given, limited to Luc counter, L3MBTL1 block and NPSR antagonist.
| Compound | Luc counter | L3MBTL1 block | NPSR antagonist |
| --- | --- | --- | --- |
| CN(C(=O)Cn1cccc1C1=NC(c2ccccc2)CO1)c1ccccc1 (stereo unspecified) | 2% | . | -14% |
| COc1ccc(C2NCCc3c2[nH]c2ccccc32)cc1CSc1nc2ccccc2s1 (stereo unspecified) | -1% | -14% | -37% |
| COc1ccc(C2/C=C\CN(C(=O)c3ccccc3)[C@H](Cc3ccccc3)C(=O)N2Cc2ccc(F)cc2)cc1 (stereo partly specified) | . | . | -42% |

Additional entries.
Values run as follows: Luc counter, HttQ103 aggreg, IMPase Li inh, NPSR antagonist, L3MBTL1 block, CBFb-RUNX1 inh, Epigenetic reg
Cc1ccccc1Cn1nc(C)c(NC(=O)C2(C)CC2(Cl)Cl)c1C (stereo unspecified)
→ 2%, -4%, 2%, 1%, 9%, 10%, -7.9%
COc1ccc(N(CC(=O)N/N=C/c2ccc3c(c2)OCO3)S(=O)(=O)c2ccccc2)cc1
→ -1%, 2%, 16%, -26%, 1%, 0%, -1.4%
CCCc1cc(=O)[nH]c(SC(CC)C(=O)Nc2ccccc2C#N)n1 (stereo unspecified)
→ -1%, -9%, 18%[38.3 µM], -1%[46.1 µM], -1%, 2%, -1.0%
COc1ccc(NC(=O)CSc2nnc(Cn3c(=O)sc4ccccc43)n2C)cc1OC
→ 0%, 1%, 12%, -4%[46.1 µM], -3%, 5%, -1.0%
COC(=O)c1sccc1NC(=O)c1sccc1C
→ 1%, -4%, -5%, 6%[46.1 µM], -19%, -17%, 0.1%
COc1ccccc1NC(=O)Cn1c2ccccc2c2nc3n(c(=O)c21)CCS3
→ -7%, -23%, -6%, -25%, ., 1%, 2.5%
O=c1[nH]c(=S)[nH]nc1Cc1ccccc1
→ -2%, 1%, 4%[38.3 µM], 1%[46.1 µM], 22%, -2%, 1.6%
Cn1c(=O)n(Cc2ccccc2Cl)c2ccccc21
→ -1%, -4%[9.22 µM], 3%, -20%, 16%, -2%, 2.4%
O=C(NCCc1ccc(Cl)cc1)c1ccc2nc[nH]c2c1
→ -2%, 15%, 4%, -4%, ?, -7%, 1.1%
O=C(NCCN1CCOCC1)c1nn2c(c1Cl)NC(c1ccccc1)CC2C(F)(F)F (stereo unspecified)
→ 0%, 13%, -13%[38.3 µM], -9%[46.1 µM], 6%, -3%, 7.6%
C=C(C)c1cccc(C(C)(C)NC(=O)N2CCN(c3ccccc3)CC2)c1
→ ., 8%[9.22 µM], ., 1%, 3%, 7%, 0.1%
CCOc1cc(CNc2ccc(N3CCN(C(C)=O)CC3)cc2)cc(Br)c1OC
→ -2%, ?, 1%, -15%, ?, ?, 0.0%
COc1ccc(N(CC(=O)Nc2ccc(F)c(Cl)c2)S(=O)(=O)c2c(C)noc2C)cc1
→ 0%, ?, 10%[38.3 µM], -28%[46.1 µM], 4%, 18%, 0.9%
O=C1C[C@H](c2ccccc2)Oc2cc(O)cc(O)c21
→ -2%, ., 5%, ., ., 2%[21.7 µM], 1.5%
COC(=O)c1cc(COC(=O)c2nc3nccc(C)n3n2)oc1C
→ 1%, 9%, -1%, 7%, -6%, -5%, -0.4%
CCOC(=O)C(NC(=O)N(C)C)(Nc1sc(C)c(CC)c1C#N)C(F)(F)F (stereo unspecified)
→ -1%, -8%, 4%, 11%, -5%, -15%, 0.0%
Cc1c(NC(=O)CSc2ccc(Cl)cc2)cccc1-c1nc2cc(Cl)ccc2o1
→ -2%, 7%, -15%, -33%, 6%, 4%, 1.9%
CC(O)C(NS(=O)(=O)c1ccc(Cl)cc1)C(=O)OCC(=O)c1c[nH]c2ccccc12 (stereo unspecified)
→ 2%, 21%[9.22 µM], -8%, -16%, -5%, 2%, -2.2%
NC(=O)c1ccc(N2CCOCC2)nc1
→ 4%, 8%, 6%, 15%, -10%, -7%, 2.6%
COc1cccc(-c2csc3nnc(SCC(=O)NCc4cccs4)n23)c1
→ ., 2%, ., -12%[46.1 µM], 8%, 2%, ?

Values run as follows: Luc counter, HttQ103 aggreg, IMPase Li inh, NPSR antagonist, L3MBTL1 block, CBFb-RUNX1 inh, Epigenetic reg
COc1ccc(OC)c(NC(=O)c2ccc(CSc3nnc(C)s3)cc2)c1
→ -1%, 5%, 7%, -15%, -11%, -2%, 2.2%
Cc1cc(C)cc(NC(N)=S)c1
→ ., 11%, ., -16%[46.1 µM], -9%, 3%, 2.6%
Cc1csc(/C(=N\O)c2csc(C)n2)n1
→ -4%, -14%, 2%[38.3 µM], -8%[46.1 µM], -9%, -15%, -0.6%
CCC(C)(C)NC(=O)c1cc(C(=O)OC)cc([N+](=O)[O-])c1
→ -1%, 7%, 32%[38.3 µM], -3%[46.1 µM], ., -1%, -0.8%
Cc1ccc(C2(c3noc(CN(C)Cc4cccnc4)n3)CCCC2)cc1
→ 3%, 24%[9.22 µM], 13%, 28%, -10%, 3%, -1.4%
CCSc1nsc(SCC)c1C(N)=O
→ -3%, -24%, -13%[38.3 µM], 8%[46.1 µM], 1%, 2%, -1.0%
Cc1nc(CCN2C(=O)c3ccccc3C2=O)cs1
→ -6%, -15%, -1%[38.3 µM], 1%[46.1 µM], 3%, 3%, -1.1%
CCC(O)(C#CCN1CCCCC1)CC
→ 0%, -14%, 8%, 15%, 4%, 2%, -3.2%
O=C(Nc1ccc(Cl)c(Cl)c1)Nc1ccc([N+](=O)[O-])cn1
→ ., -9%[9.22 µM], ., -18%, 58%[activator], 6%, 4.7%
CNC(=S)N1CCC(c2nc3ccccc3s2)CC1
→ 2%, 11%[9.22 µM], 2%, 3%, -3%, 14%, 1.2%
O=C(/C=C/c1ccc(Cl)cc1)Nn1c(-c2cccs2)nc2ccccc2c1=O
→ 1%, 11%, 1%, -12%, 5%, 0%, -1.1%
O=C(CCCOc1ccccc1)NC1CCCc2ccccc21 (stereo unspecified)
→ 1%, 6%, 1%, -8%, 9%, 11%, -0.9%
COc1ccc(C2C3C(=O)N(N(C)c4ncc(C(F)(F)F)cc4Cl)C(=O)C3ON2C)cc1 (stereo unspecified)
→ -2%, 12%, 4%, -27%, ., 18%, 2.9%
O=C(N/N=C/c1ccc2nccnc2c1)c1ccncc1
→ ., 15%[9.22 µM], ., 49%, -23%, 7%, 0.0%
Cc1c(C(=O)OCC(=O)c2ccc3c(c2)OCCO3)oc2ccccc12
→ -2%, 7%, -8%[38.3 µM], -15%[46.1 µM], -5%, 8%, -1.0%
CCN(CC(=O)Nc1ccc(NC(C)=O)cc1)C(=O)C(c1ccccc1)c1ccccc1
→ 2%, -10%, -5%, -1%, -4%, -2%, 0.0%
CCC(C)N(C(=O)Cn1nnc2ccccc21)C(C(=O)Nc1ccc(F)cc1)c1cccc(OC)c1 (stereo unspecified)
→ -2%, -6%, 3%[38.3 µM], ?, 6%, 4%, 0.0%

This is a subset; rates above refer to the full screens.
